PHOSPHO1 block = inhibitors of human PHOSPHO1 phosphatase | Q8TCT1 | recombinant PHOSPHO1, absorbance phosphatase assay | inhibition, % at 13.3 µM | hit rate 1.1% among 290,000; in the data active means inhibition above about 60%
IMP-1 inhibitor = blocks Pseudomonas aeruginosa IMP-1 metallo-beta-lactamase; purified IMP-1, nitrocefin hydrolysis, epi-absorbance fluorescence; inhibition, % at 5.6 µM; hit rate 0.45% among 290,000;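 active means inhibition above the mean plus 3 SD of all compounds in the same screening run, cut at about 4.5% in these data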;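 further: 0% = IMP-1 with DMSO and 100% = DMSO wells lacking enzyme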
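System: Purified recombinant IMP-1 metallo-beta-lactamase enzyme | Measured by: Fluorescence quenching readout, ex 480/em 530 nm | Replication: Singlicate | Incubation: 15 min preincubation plus 25 min reaction at 25 °C | Evaluation: Percent inhibition from optical density relative to buffer-blank wells | Benchmarks: DMSO with and without IMP-1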
M18AAP inhibitor = blocks P. falciparum M18 aspartyl aminopeptidase. recombinant PfM18AAP, H-Glu-NHMec fluorogenic cleavage. inhibition, % at 7.35 µM. hit rate 1.2% among 290,000. AID 1822;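 active means inhibition above the campaign mean inhibition over all tested compounds plus 3 SD, cut at about 28% in these data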;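 further: 0% = plate median of test compound wells and 100% = 2 mM ZnCl2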
IDE cell inh = inhibitors of human insulin-degrading enzyme in cells; P14735; HEK cells, FAbetaB cleavage, fluorescence polarization; inhibition, % at 5.59 µM; hit rate 0.41% among 320,000; AID 434962;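 active means percent inhibition above the average of all tested compounds plus 3 SD, set per screening campaign, cut at about 16% in these data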;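 further: IDE supplied by intact live HEK cells; FP after avidin binding of uncleaved biotin substrate so inhibition keeps polarization high; 0% = DMSO wells and 100% = 60 µM reference IDE inhibitor Ii1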
NALP1 yeast inh = NALP1 inhibition. S. cerevisiae NALP1/ASC/caspase-1 growth, X-gal OD620, 72 h. inhibition, % at 10 µM. hit rate 0.61% among 280,000. AID 2071; in the data active means inhibition mostly above about 24%, no sharp cut-off; inactive means mostly below about 32%; further: some compounds called inactive have numbers as strong as hits
IDE cell activ = IDE (human) activation, cell-based; HEK cells, FAbeta-B cleavage, fluorescence polarization; 0% vehicle, 100% cell-free pure enzyme wells; activation, % at 5.96 µM; P14735; hit rate 0.073% among 340,000; AID 493087;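 active means activation above the mean of all tested compounds plus 3 SD, set per screening campaign, cut at about 17% in these data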
p-CIP stab down = compounds decreasing mouse p/CIP protein stability; Q05BA5; F442A p/CIP-EGFP cells, EGFP fluorescence, 16 h; decrease of EGFP signal, % at 10 µM; hit rate 0.01% among 290,000; AID 1984;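 active means EGFP signal decrease of at least 30% at 10 µM or well 3 SD below plate mean, unless failing retest; inactive means the rest, including hits failing retest or dose response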; further: some compounds called inactive have numbers as strong as hits; many of its hits are not listed in these tables
Target sequence (Q05BA5 1-1403): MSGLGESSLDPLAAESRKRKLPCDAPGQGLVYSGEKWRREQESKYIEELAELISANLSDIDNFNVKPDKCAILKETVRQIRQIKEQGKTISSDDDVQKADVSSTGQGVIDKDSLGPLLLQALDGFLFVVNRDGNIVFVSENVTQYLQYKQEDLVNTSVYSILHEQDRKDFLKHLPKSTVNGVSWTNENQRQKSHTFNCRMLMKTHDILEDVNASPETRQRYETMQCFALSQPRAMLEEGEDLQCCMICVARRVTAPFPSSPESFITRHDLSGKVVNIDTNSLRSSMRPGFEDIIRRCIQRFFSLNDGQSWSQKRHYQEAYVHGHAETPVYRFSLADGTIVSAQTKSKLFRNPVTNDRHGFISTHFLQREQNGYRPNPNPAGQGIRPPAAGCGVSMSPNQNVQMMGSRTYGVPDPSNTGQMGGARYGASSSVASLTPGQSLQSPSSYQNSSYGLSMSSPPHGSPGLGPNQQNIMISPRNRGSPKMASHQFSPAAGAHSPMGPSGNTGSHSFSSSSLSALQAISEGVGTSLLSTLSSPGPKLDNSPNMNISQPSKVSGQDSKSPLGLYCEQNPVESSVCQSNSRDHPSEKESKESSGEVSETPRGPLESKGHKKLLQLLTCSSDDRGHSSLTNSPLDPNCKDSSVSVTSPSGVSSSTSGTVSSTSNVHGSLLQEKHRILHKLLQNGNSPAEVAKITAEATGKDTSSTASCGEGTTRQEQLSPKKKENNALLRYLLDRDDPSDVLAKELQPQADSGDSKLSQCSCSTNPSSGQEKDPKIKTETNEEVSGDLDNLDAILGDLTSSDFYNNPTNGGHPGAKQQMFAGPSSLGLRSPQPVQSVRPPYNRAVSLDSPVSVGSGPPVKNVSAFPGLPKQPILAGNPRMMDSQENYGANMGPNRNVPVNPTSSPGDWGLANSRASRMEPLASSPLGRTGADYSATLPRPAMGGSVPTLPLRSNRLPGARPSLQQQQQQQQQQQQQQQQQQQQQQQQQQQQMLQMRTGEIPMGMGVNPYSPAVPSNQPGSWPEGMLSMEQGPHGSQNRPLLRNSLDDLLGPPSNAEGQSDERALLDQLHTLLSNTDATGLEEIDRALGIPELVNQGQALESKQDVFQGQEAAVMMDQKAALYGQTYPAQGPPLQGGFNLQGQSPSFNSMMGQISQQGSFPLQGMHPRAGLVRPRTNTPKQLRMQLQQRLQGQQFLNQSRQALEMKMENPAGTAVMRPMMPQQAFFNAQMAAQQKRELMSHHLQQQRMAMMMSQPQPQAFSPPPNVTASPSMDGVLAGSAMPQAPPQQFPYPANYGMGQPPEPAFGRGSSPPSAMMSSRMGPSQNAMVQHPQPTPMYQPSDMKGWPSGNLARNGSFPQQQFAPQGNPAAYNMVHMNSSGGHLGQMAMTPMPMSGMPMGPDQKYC
VIM-2 inhibitor = inhibitors of Pseudomonas aeruginosa VIM-2 metallo-beta-lactamase; inhibition, % at 5.6 µM; purified VIM-2, nitrocefin hydrolysis, epi-absorbance fluorescence; hit rate 0.89% among 290,000;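 active means inhibition above the mean of all tested compounds plus 3 SD, cutoff set per screening run, cut at about 7.5% in these data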;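 further: red hydrolysis product quenches plate fluorescence so inhibitors raise well fluorescence; 0% = enzyme with DMSO and 100% = DMSO without enzyme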
GPR7 antag = blocks human GPR7 receptor signaling; GPR7-expressing cells, fluorescence antagonist assay; hit rate 1.1% among 290,000; inhibition, % at 4.4 µM; AID 1861; in the data active means inhibition above about 16%, passing the limit was not always enough;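 further: cells stimulated with the agonist NPW; 0% = agonist with vehicle and 100% = vehicle without agonist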
An asterisk follows results filed as active; · = not tested or not shown.

Each structure is followed by: PHOSPHO1 block, IMP-1 inhibitor, M18AAP inhibitor, IDE cell inh, NALP1 yeast inh, IDE cell activ, p-CIP stab down, VIM-2 inhibitor, GPR7 antag
COc1ccc(NC(=O)C2CCCN(S(=O)(=O)c3cnc[nH]3)C2)cc1 (stereo unspecified)
→ -13, 0.1, 4, -1, 10, 4, -7, -3.0, -4
CCN(CC)S(=O)(=O)c1cc(NC(=O)C(C)N2CCN(c3ccccn3)CC2)ccc1C (stereo unspecified)
→ 0, -1.7, -4, 1, -83, 5, 17, -1.1, 0
Oc1ccc(/C=N/N2CCN(C3c4ccccc4-c4ccccc43)CC2)cc1
→ 1, -3.2, 1, -7, 3, 1, -11, -2.8, -13
COc1ccc(-c2noc(CN(C)CCC3CCCCO3)n2)cc1 (stereo unspecified)
→ 53, -1.3, -16, -1, -2, -3, -14, 0.1, -12
CCOC(=O)C1(Cc2cccc(OC)c2)CCN(CCO)CC1
→ 7, -1.2, 10, 2, -5, 7, -6, -0.9, -17
Cc1onc(-c2c(F)cccc2Cl)c1C(N)=S
→ 24, 3.8, -6, 7, -11, -5, -9, 2.3, 4
Cc1cc(C)cc(N2C(=O)CC(Cn3nc(C)cc3C)C2=O)c1 (stereo unspecified)
→ 15, -3.2, 9, 5, -7, ·, -8, -2.9, -11
CC(=C\c1ccccc1)/C=C1/SC(=S)N(CCCC(=O)O)C1=O
→ 39, 2.7, -6, ·, 10, -3, -9, 2.2, 39*
Cn1c(=O)cc(Cl)[nH]c1=O
→ 11, -1.9, -6, 0, 8, 3, 11, -1.1, -4
CCOc1ccc(NC(=O)C(=S)NC2CCCCC2)cc1
→ 18, -2.8, 1, -4, 6, 2, -1, -4.7, -4
COc1cc(CCC(=O)Nc2ccc(C)c(S(=O)(=O)N(C)C)c2)cc(OC)c1OC
→ -1, -2.0, -8, 2, 18, -1, -9, 0.9, -16
O=C(c1c(Cl)cccc1Cl)N1CCN(c2ncccn2)CC1
→ 18, -1.8, -8, -4, 9, -2, -10, -0.6, -7
CCOC(=O)C(=Cc1ccc(Br)cc1)C(=O)OCC
→ 42, -2.1, 12, ·, 13, 0, 2, -1.1, 35
S=C1NCCc2ccc(Cl)cc2C1c1ccccc1 (stereo unspecified)
→ 8, -4.1, 25, -4, -31, 8, -12, -2.6, -10
O=C(Nc1nnc(S(=O)(=O)N2CCCCC2)s1)c1cccc(Br)c1
→ 7, 0.1, -5, 1, 12, 1, -25, -2.3, -12
CC(Nc1nc(-c2ccccc2O)nc2ccccc12)c1ccccc1 (stereo unspecified)
→ -11, -4.3, -8, 0, -7, 2, 5, -2.2, -15
Cc1coc2c(C)c3oc(=O)c(CCC(=O)NCCCN4CCCC4=O)c(C)c3cc12
→ 8, -2.0, -3, -2, 9, 2, -3, 4.5, -15
CSc1cccc(NC(=S)N(CCCN2CCCC(C)C2)Cc2cccs2)c1 (stereo unspecified)
→ 26, -2.4, -3, 1, -8, 8, 1, -1.6, 3
Cc1cc(Cl)ccc1OCCCC(=O)N1CCOCC1
→ 23, -0.9, -10, 3, -8, 0, -5, -0.6, -8
CCN1CCN(CC(O)COC(c2ccccc2)c2ccccc2C)CC1 (stereo unspecified)
→ 32, -2.3, 2, 4, 29, 6, -6, -0.6, -15
CC(=O)Nc1ccc(/C=N/NS(=O)(=O)c2cc(C)ccc2C)cc1
→ 4, -1.8, -6, -4, 9, 8, -3, -1.4, -6
COc1ccc(C2C(Oc3ccccc3)C(=O)N2c2cc(C)ccc2C)cc1OC (stereo unspecified)
→ 3, 1.2, -4, -5, 9, 4, -2, 1.7, 21
O=C(NCc1cccs1)C1CCN(S(=O)(=O)N2CCCC2)CC1
→ 30, -1.1, -7, 0, 16, 1, 7, 0.1, -6
O=C(NC1CCCCC1)c1ccc(S(=O)(=O)c2ccccc2Cl)c([N+](=O)[O-])c1
→ -4, -1.3, -7, -3, 19, ·, 2, -0.9, -5
COc1ccc(CCNC(=O)C2CCN(Cc3nc(-c4ccccc4F)oc3C)CC2)cc1OC
→ 9, -1.8, -10, 1, 6, 1, -4, 0.2, -9
Cc1ccc(C(=O)Nc2cccc(N3C(=O)C4CCC(C)CC4C3=O)c2)cc1 (stereo unspecified)
→ 16, -1.4, 2, 2, 8, -3, -5, -2.3, -18
O=C(COc1ccccc1)NCCn1ccc2ccccc21
→ -14, -3.6, 4, 0, -126, 8, -6, -0.4, -2
O=C(N/N=C\c1ccc(S(=O)(=O)O)o1)c1ccc2c(c1)OCO2
→ 34, -3.2, 3, -3, -4, 1, 6, -1.7, -14
CCN(CC)C(=O)CSC1=C(C#N)C(c2cccs2)C=C(C)N1 (stereo unspecified)
→ 94*, -1.8, 18, 6, -10, -3, 3, 1.0, 0
CCOC(=O)NC(=O)CSc1nnnn1-c1ccccc1
→ 18, -2.0, 5, 5, 14, -3, -10, -4.7, 2

Seven entries from above, set out differently:
PHOSPHO1 block | IMP-1 inhibitor | M18AAP inhibitor | IDE cell inh | NALP1 yeast inh | IDE cell activ | p-CIP stab down | VIM-2 inhibitor | GPR7 antag | structure
-1 | -2.0 | -8 | 2 | 18 | -1 | -9 | 0.9 | -16 | COc1cc(CCC(=O)Nc2ccc(C)c(S(=O)(=O)N(C)C)c2)cc(OC)c1OC
34 | -3.2 | 3 | -3 | -4 | 1 | 6 | -1.7 | -14 | O=C(N/N=C\c1ccc(S(=O)(=O)O)o1)c1ccc2c(c1)OCO2
0 | -1.7 | -4 | 1 | -83 | 5 | 17 | -1.1 | 0 | CCN(CC)S(=O)(=O)c1cc(NC(=O)C(C)N2CCN(c3ccccn3)CC2)ccc1C (stereo unspecified)
18 | -2.8 | 1 | -4 | 6 | 2 | -1 | -4.7 | -4 | CCOc1ccc(NC(=O)C(=S)NC2CCCCC2)cc1
42 | -2.1 | 12 | · | 13 | 0 | 2 | -1.1 | 35 | CCOC(=O)C(=Cc1ccc(Br)cc1)C(=O)OCC
24 | 3.8 | -6 | 7 | -11 | -5 | -9 | 2.3 | 4 | Cc1onc(-c2c(F)cccc2Cl)c1C(N)=S
23 | -0.9 | -10 | 3 | -8 | 0 | -5 | -0.6 | -8 | Cc1cc(Cl)ccc1OCCCC(=O)N1CCOCC1

Next part
Each structure is followed by: PHOSPHO1 block, IMP-1 inhibitor, M18AAP inhibitor, IDE cell inh, NALP1 yeast inh, IDE cell activ, p-CIP stab down, VIM-2 inhibitor, GPR7 antag
COc1cccc(C2C(C(C)=O)=C(O)C(=O)N2Cc2ccco2)c1 (stereo unspecified)
→ 27, -2.2, 4, -5, 2, -1, -6, -2.6, -10
CNNC(=S)Nc1cccc(SC)c1
→ 8, -3.0, 25, 5, 4, 5, -2, -3.2, -4
COc1ccccc1CCC(=O)Nc1cccc(S(=O)(=O)N2CCCC2)c1
→ 29, -1.8, -7, -1, 2, 7, 1, -0.3, -18
COc1ccc(N(CC(=O)NCc2cccnc2)S(=O)(=O)c2ccccc2[N+](=O)[O-])c(OC)c1
→ 36, -2.3, 2, 0, 3, 7, -8, -1.2, 1
CCOC(=O)c1nn(-c2ccccc2)c(=O)cc1SC(C)C
→ -1, -2.7, 3, 0, -14, 2, -8, -0.8, -7
c1ccc2c(C[n+]3csc4ccccc43)cccc2c1
→ 44, -3.2, 12, 13, -6, -12, 0, -8.7, 23
CCOc1cc(C(=O)N2CCC(CC3CC(c4ccc(Cl)cc4)=NO3)(C(=O)NCC3CCCCC3)CC2)cc(OCC)c1OCC (stereo unspecified)
→ -2, -3.5, 1, -2, 9, 6, -1, -1.5, -23
Cc1ccccc1Nc1nc(N)nc(COC(=O)c2ccccc2)n1
→ -8, -3.6, 0, 3, 39, 2, -5, -4.2, -11
Nc1cc(=O)[nH]c(SCC(=O)Nc2ccc(F)c(Cl)c2)n1
→ 20, 2.0, -2, 1, -6, -5, 3, -2.9, -2
Cc1cccc2cc(COC(=O)c3cccc([N+](=O)[O-])c3)c(=O)[nH]c12
→ -8, -2.3, -14, -4, 28, ·, -12, -1.1, 0
COC(Cc1ccccc1N1CCCC1=O)OC
→ -13, -0.7, 2, 4, 11, 5, 3, -0.3, -5
O=C(CNC(=O)c1ccc(Br)cc1)OCC(=O)c1ccccc1
→ -25, -4.7, -7, ·, -9, -2, -3, -3.5, -11
C/C(=N\NS(=O)(=O)c1ccc(C)cc1)c1cc2ccccc2oc1=O
→ -13, -2.5, 6, 5, 0, -2, -4, -4.5, 0
CCCSC1=C(C#N)C(c2ccc(O)c(OC)c2)CC(=O)N1 (stereo unspecified)
→ -13, -1.6, -10, -2, 10, 7, 3, 1.4, -6
CCN1C(=O)CCC(C(=O)O)C1c1ccc(OC)cc1 (stereo unspecified)
→ 42, -3.4, -1, -5, 38, -2, -23, -2.1, -6
CC(C)N1C(=O)CC2(CC[N+](C)(CCOC(=O)C(c3ccccc3)c3ccccc3)CC2)C1=O (stereo unspecified)
→ 40, 0.1, 6, -2, -3, 2, -2, -1.8, 3
Cc1cc(C)nc(Nc2ncc(O)n2-c2ccc(C)c(C)c2)n1
→ -1, -7.4, -6, 1, -10, -2, -8, -6.5, -4
COc1ccc(S(=O)(=O)NCC(=O)Nc2ccc3c(c2)OCCO3)cc1OC
→ 15, -2.7, -13, 2, -11, 4, -16, 0.8, -10
COc1ccc(-n2c3c(cc(C(=O)Nc4ccc5c(c4)C(=O)NC5=O)c2=O)C(=O)CCC3)cc1
→ ·, -1.3, 0, ·, ·, ·, ·, -0.2, -12
CCS(=O)(=O)N1CCN(C(=O)CCC2CCCC2)CC1
→ 4, -1.5, 6, 5, -77, 3, -7, -2.0, -7
CCO[C@H]1OC(C(=O)NC2CC2)=C[C@@H](c2ccc(C(F)(F)F)cc2)[C@@H]1CCCO
→ 32, -2.3, -3, 4, -12, 3, 2, -1.6, -15
Cc1ccc(NC(=O)COc2ccc(/C=C3/SC(=Nc4ccccc4)N(Cc4cccnc4)C3=O)cc2)cc1
→ 2, -4.0, 3, 2, 9, 1, -8, -4.4, -2
Cn1nc(C(=O)Nc2ccccc2N2CCCC2)c2ccccc2c1=O
→ 0, -3.6, 4, 11, -5, 5, 5, -1.5, -24
O=C(Cc1cnc2ncnn2c1)N1CCc2c([nH]c3ccccc23)C1c1ccccc1F (stereo unspecified)
→ 52, -2.7, 1, 7, 15, 3, 5, -6.3, 0
COc1ccccc1/C=C\C(=O)NCC(=O)N/N=C/c1cccc(OC)c1O
→ 26, -3.8, 17, -10, 1, 3, -9, -1.7, -12
Cc1ccccc1CN(C)CC(=O)Nc1cccc(S(=O)(=O)N(C)c2ccccc2)c1
→ 62*, -2.7, 8, -2, -4, 6, -3, -1.4, -11
O=C(Nc1ccccc1-c1nc2ccccc2s1)c1ccc(Br)o1
→ 13, -4.6, -1, -2, 13, -3, -1, -5.2, -10
CCn1c(SC(C)C)nnc1-c1c[nH]c2ccccc12
→ 42, -4.6, 15, 5, -16, -3, -19, -3.7, -2
O=C(Nc1cccnc1)C(Cc1ccccc1)n1cccc1 (stereo unspecified)
→ 15, -1.1, -13, 0, 11, 2, -12, 0.8, -1
Cc1cc(Br)ccc1S(=O)(=O)n1ccnc1C
→ 19, -4.2, 1, 2, -6, 0, 0, -2.7, -3

GPR7 antag: entries above that show a hit
Each structure is followed by: PHOSPHO1 block, IMP-1 inhibitor, M18AAP inhibitor, IDE cell inh, NALP1 yeast inh, IDE cell activ, p-CIP stab down, VIM-2 inhibitor, GPR7 antag
CC(=C\c1ccccc1)/C=C1/SC(=S)N(CCCC(=O)O)C1=O
→ 39, 2.7, -6, ·, 10, -3, -9, 2.2, 39*

Screening data deposited in PubChem by several laboratories.
